ST2 IL33 inh – IL1RL1 inhibition; actives 2.3% (n = 78,000); Q01638; AID 1259354; AlphaLISA ST2-Fc/biotin-IL-33 interaction, 1 h; inhibition, % for hits at 17 µM; in the data active means inhibition above about 30%; inconclusive means mostly about 10% to 28%
* marks the source's active call; other numbers are inactive results; i = inactive; ? = inconclusive. A portion of the library; the hit share may differ from the screen's.

SMILES | ST2 IL33 inh
CCN(CC)CCOC(=O)c1ccc(N)cc1 | i
COc1ccc(C2CNC(=O)C2)cc1OC1CCCC1 (centres undefined) | i
CCCCNc1ccc(C(=O)OCCN(C)C)cc1 | ?
N[C@@H](Cc1c[nH]c2ccc(O)cc12)C(=O)O | i
Cc1cccc2c1NC(=O)C2(c1ccc(O)cc1)c1ccc(O)cc1 | i
COc1cc(NC(=O)c2cccc([N+](=O)[O-])c2)c(OC)cc1Cl | i
COc1cc2ncnc(Nc3cccc(Cl)c3)c2cc1OC | i
Oc1ccc(C2CNCCc3c2cc(O)c(O)c3Cl)cc1 (centres undefined) | i
Cc1ccc(N(CC2=NCCN2)c2cccc(O)c2)cc1 | ?
CNCCCN1c2ccccc2CCc2ccccc21 | i
C1COC(NC(C2CC2)C2CC2)=N1 | i
CCCCn1cnc2cc(NCc3ccccc3Cl)ccc21 | ?
CN(C)CCCC1(c2ccc(F)cc2)OCc2cc(C#N)ccc21 (centres undefined) | i
N.N.[Cl-].[Cl-].[Pt+4] | 77%*
NOCC(=O)O | i

The last 4 compounds of the part above come first, to join the parts:
SMILES | ST2 IL33 inh
CCCCn1cnc2cc(NCc3ccccc3Cl)ccc21 | ?
CN(C)CCCC1(c2ccc(F)cc2)OCc2cc(C#N)ccc21 (centres undefined) | i
N.N.[Cl-].[Cl-].[Pt+4] | 77%*
NOCC(=O)O | i
O=C(O)c1cccnc1Nc1cccc(C(F)(F)F)c1 | ?
O=C(CSc1ccccc1)c1c[nH]c2ccccc12 | ?
CC(=O)CCCCn1c(=O)c2c(ncn2C)n(C)c1=O | ?
Cc1ccc(=O)n(-c2ccccc2)c1 | ?
Cc1nccn1-c1ccc(Cn2ccnc2-c2cc3ccccc3[nH]c2=O)cc1 | ?

Another view of four compounds above:
canonical_smiles	ST2 IL33 inh
O=C(CSc1ccccc1)c1c[nH]c2ccccc12	?
CC(=O)CCCCn1c(=O)c2c(ncn2C)n(C)c1=O	?
Cc1ccc(=O)n(-c2ccccc2)c1	?
Cc1nccn1-c1ccc(Cn2ccnc2-c2cc3ccccc3[nH]c2=O)cc1	?

Source: PubChem
